High-throughput results from PubChem BioAssay.
Scp-1 inhibitor = inhibitors of human Scp-1 phosphatase. AID 493091. 340,000 compounds, 0.88% hits. Q9GZU7. inhibition, % at 20 µM. Recombinant Scp1, phosphopeptide, malachite green phosphate absorbance;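 active means inhibition above about 50% at 20 µM, limit read from the data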;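 further: plate controls were DMSO wells with enzyme for no effect and wells lacking enzyme for full effect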
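Incubation: 45 min enzyme reaction at room temperature / System: truncated SCP-1 phosphatase (76-261aa) / Reagent: Phospho 17-mer peptide substrate / Buffer or medium: Acidic Tris acetate buffer with magnesium and detergent / Signal: absorbance at 630 nm / Doses: one concentration, 20 µM, with 1.0% DMSO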
eLon inh = E. coli protease La inhibition. P0A9M0. purified E. coli Lon protease, fluorescence polarization. inhibition, % at 7.94 µM. 360,000 compounds, 0.42% hits; in the data active means inhibition above about 13%, passing the limit was not always enough;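 further: 0% = enzyme with probe and DMSO and 100% = no enzyme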
Target sequence (P0A9M0 whole entry, looked up): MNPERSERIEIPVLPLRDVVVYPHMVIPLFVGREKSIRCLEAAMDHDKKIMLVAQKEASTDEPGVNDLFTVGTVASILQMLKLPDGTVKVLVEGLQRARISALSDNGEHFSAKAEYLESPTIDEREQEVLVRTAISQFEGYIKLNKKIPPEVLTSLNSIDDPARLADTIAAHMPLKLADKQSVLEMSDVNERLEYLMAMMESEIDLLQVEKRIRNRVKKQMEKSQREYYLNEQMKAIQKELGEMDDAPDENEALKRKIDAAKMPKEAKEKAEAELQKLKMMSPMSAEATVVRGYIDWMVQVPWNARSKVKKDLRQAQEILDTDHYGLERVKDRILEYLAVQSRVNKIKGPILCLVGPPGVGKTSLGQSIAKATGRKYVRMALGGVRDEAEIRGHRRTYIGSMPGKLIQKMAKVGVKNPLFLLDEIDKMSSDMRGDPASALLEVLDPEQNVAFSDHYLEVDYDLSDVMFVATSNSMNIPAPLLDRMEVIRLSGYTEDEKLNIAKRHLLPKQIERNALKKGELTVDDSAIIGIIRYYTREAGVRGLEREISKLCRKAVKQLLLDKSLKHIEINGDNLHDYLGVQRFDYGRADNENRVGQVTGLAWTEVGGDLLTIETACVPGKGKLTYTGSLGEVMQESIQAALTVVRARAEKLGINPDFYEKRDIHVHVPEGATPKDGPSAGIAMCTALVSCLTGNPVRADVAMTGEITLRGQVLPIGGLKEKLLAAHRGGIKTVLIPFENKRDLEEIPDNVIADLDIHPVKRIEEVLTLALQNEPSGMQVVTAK
DNMT1 block = blocks human DNA methyltransferase DNMT1 | DNMT1 molecular beacon, Hinp1I cleavage, fluorescence | P26358 | inhibition (reported as % activation of signal), % at 10 µM | 360,000 compounds, 0.83% hits; in the data active means inhibition above about 50%
SUMO1-SIM PPI = modulators of human SUMO1-mediated protein-protein interactions. inhibition, % at 20 µM. 360,000 compounds, 0.33% hits. P63165. AID 602429. SUMO1 binding to a labelled peptide, TR-FRET, 1 h; in the data active means inhibition above about 37%
Target sequence (P63165 whole entry, looked up): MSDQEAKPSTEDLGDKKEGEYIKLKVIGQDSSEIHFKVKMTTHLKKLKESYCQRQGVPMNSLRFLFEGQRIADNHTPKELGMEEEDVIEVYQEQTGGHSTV
bovine MsrA act = activators of bovine methionine sulfoxide reductase A | purified bovine MsrA, absorbance read-out | activation, % at 10.6 µM | 360,000 compounds, 0.3% hits; in the data active means activation above about 7.5%;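 further: 0% = vehicle and 100% = reference activator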
LMPTP block = blocks human LMPTP phosphatase; 360,000 compounds, 0.22% hits; recombinant LMPTP-A, OMFP fluorogenic substrate, fluorescence intensity; inhibition, % at 20 µM; P24666;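 active means compounds that cut the enzyme signal by at least half of the control window in the single-dose screen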;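 further: plate controls were DMSO wells with enzyme plus substrate for no effect and substrate without enzyme for full effect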
Target sequence (P24666 whole entry, looked up): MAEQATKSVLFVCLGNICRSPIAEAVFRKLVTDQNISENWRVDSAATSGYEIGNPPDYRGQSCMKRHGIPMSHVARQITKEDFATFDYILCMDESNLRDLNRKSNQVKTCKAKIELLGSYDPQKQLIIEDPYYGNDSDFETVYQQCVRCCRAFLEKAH
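Test system – LMPTP-A phosphatase enzyme · Quantity – 0.625 nM LMPTP-A final · Reagent – OMFP substrate, 400 µM final · Dosing – one test concentration per compound, 20 µM, with 3% DMSO overall · Timing – 50 min enzyme reaction at room temperature, protected from light · Detection – fluorescence intensity · Controls – substrate-only low control, DMSO enzyme-plus-substrate high control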
Tb MetRS inh = Trypanosoma brucei MetRS inhibition | purified T. brucei MetRS, ATP depletion, Kinase-Glo luminescence | inhibition, % at 11.9 µM | 360,000 compounds, 0.4% hits;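 active means inhibition above a per-plate cutoff of the control wells' mean inhibition plus 3 SD, cut at about 5.5% in these data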;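 further: 0% = DMSO wells median and 100% = median of wells with control inhibitor compound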
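Test system – parasite MetRS enzyme · Reagent – substrates ATP, L-methionine and bulk Escherichia coli tRNA · Doses – 11.9 µM compound single dose, 0.9% DMSO · Times – 15 min enzyme-compound preincubation, 2 h reaction, 10 min detection, 25 °C · Signal – Kinase-Glo luminescence, ATP depletion format · Controls – DMSO-only wells as low control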
STEP inh = inhibitors of human striatal-enriched phosphatase STEP; P54829; recombinant STEP, OMFP fluorogenic substrate, fluorescence; inhibition, % at 20 µM; 360,000 compounds, 0.25% hits; AID 588621;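 active means inhibition at 20 µM, scaled per plate between control wells, above about 37%, limit read from the data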;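 further: 0% = DMSO with enzyme and substrate and 100% = substrate only without enzyme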
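Assay system: isolated STEP enzyme / Timing: 20 min at room temperature, dark / Doses: 20 µM, 1% DMSO / Technique: fluorescence intensity, excitation 480 nm, emission 540 nm / Reagent: fluorogenic phosphatase substrate OMFP at 25 µM final / Measure: percent inhibition scaled to no-enzyme and uninhibited-enzyme controls, plate-pattern corrected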
CendR NRP1 mod = modulators of CendR peptide binding to human neuropilin-1 | inhibition, % at 25 µM | 360,000 compounds, 0.85% hits | FAM-RPARPAR peptide binding to NRP-1, fluorescence polarization | O14786 | AID 602438;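 active means inhibition or corrected inhibition above about 18%, plus a signal ratio from 0.5 to 1.5, limit read from the data, passing the limit was not always enough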; further: strong numbers were not always called active
MsrA inh = inhibitors of bovine MsrA; purified bovine MsrA, absorbance read-out; inhibition, % at 15.5 µM; 360,000 compounds, 0.75% hits; in the data active means inhibition above about 4.5%;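 further: 0% = vehicle wells with enzyme and 100% = reference inhibitor wells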
An asterisk follows results filed as active; . = no result given. Outcome played no part in choosing rows (roughly 4.3% active in at least one column).

SMILES	Scp-1 inhibitor	eLon inh	DNMT1 block	SUMO1-SIM PPI	bovine MsrA act	LMPTP block	Tb MetRS inh	STEP inh	CendR NRP1 mod	MsrA inh
COc1cc(OC)c(NS(=O)(=O)c2ccc(Cl)c(C(=O)OC(C)C(=O)N3CCCC3)c2)cc1Cl (stereo not drawn)	-2	0	-3	-1	-10	-0.6	-0.6	0	4	0.2
O=C(CN1C(=O)COc2ccccc21)NCCCN1CCOCC1	-8	-11	1	5	-5	-0.7	-0.1	-2	1	0.1
CCCCCOC(=O)Cn1c(=O)c2c(nc(N3CCOCC3)n2C)n(C)c1=O	-10	7	-1	0	-3	-0.5	0.0	-2	-6	-0.7
COc1ccc(NC(=O)Cn2c(=O)n(-c3ccccc3)c(=O)c3sccc32)c(OC)c1	-13	-8	0	-2	-3	-0.7	0.1	-4	1	0.7
COc1ccc(Cn2cccc(NC(=O)Nc3cccc(OC)c3)c2=O)cc1	-20	6	-10	2	-12	0.7	-0.1	-3	-3	-0.2
CCC(=O)Nc1ccc(-c2nnc(-c3ccccc3)o2)cc1	-5	-1	1	7	0	0.0	-0.7	2	1	-0.4
COC(=O)/C=C/C(=O)Nc1cccnc1	0	-7	4	-1	-4	0.5	-2.2	0	14	0.9
COc1cccc(C2CC(c3cccs3)=NN2S(C)(=O)=O)c1OC (stereo not drawn)	5	-13	7	-6	-15	1.0	-2.9	-2	-15	2.1
COc1ccc(OC)c(CN2CCC(C(=O)N(C)CCc3ccc(OC)c(OC)c3)CC2)c1	-9	-1	4	-4	-4	-1.1	-0.3	-2	10	2.5
O=C(CN(c1ccccc1F)S(=O)(=O)c1ccccc1)Nc1ccccc1C(=O)N1CCOCC1	-1	-12	0	0	-2	0.3	-0.4	0	-4	1.4
COC(=O)c1ccc(N2CCN(C)CC2)c(NC(=O)c2cc3ccccc3o2)c1	-5	-1	-1	0	-1	0.6	0.0	0	-10	0.7
CN(C)c1ccc(C(=O)/C=C/c2ccccc2)cc1	-4	-7	3	-14	-2	2.2	2.6	5	-13	0.2
COc1cccc(C(=O)/C=C/Nc2ccc(S(=O)(=O)Nc3onc(C)c3C)cc2)c1	-2	0	-4	3	-3	3.0	0.8	43*	-6	1.3
COc1ccc(NC(=O)CCNS(=O)(=O)c2ccccc2F)cc1S(=O)(=O)N1CCOCC1	-2	8	2	2	-4	0.4	-0.6	0	-5	1.0
O=C(NCc1ccccc1)C1CCCN(C(=O)Nc2ccccc2)C1 (stereo not drawn)	-2	-9	3	7	-2	-0.7	-0.1	3	2	0.3

Reformatted bar-delimited: entries from further up
Molecule | Scp-1 inhibitor | eLon inh | DNMT1 block | SUMO1-SIM PPI | bovine MsrA act | LMPTP block | Tb MetRS inh | STEP inh | CendR NRP1 mod | MsrA inh
CN(C)c1ccc(C(=O)/C=C/c2ccccc2)cc1 | -4 | -7 | 3 | -14 | -2 | 2.2 | 2.6 | 5 | -13 | 0.2
COc1cccc(C(=O)/C=C/Nc2ccc(S(=O)(=O)Nc3onc(C)c3C)cc2)c1 | -2 | 0 | -4 | 3 | -3 | 3.0 | 0.8 | 43* | -6 | 1.3

(cont.)
SMILES	Scp-1 inhibitor	eLon inh	DNMT1 block	SUMO1-SIM PPI	bovine MsrA act	LMPTP block	Tb MetRS inh	STEP inh	CendR NRP1 mod	MsrA inh
O=C(Nc1ccc(Br)cc1)c1ccc2ncsc2c1	2	-4	-5	-12	-7	1.4	0.1	-2	-7	-0.2
CCNC(=O)c1c(NC(=O)c2cc(-c3cc(C)cc(C)c3O)n[nH]2)sc2c1CCCC2	-2	-6	34	1	-7	2.3	-0.4	2	-4	-0.6
CCOc1ccc(OCC)c(NC(=O)CC2Oc3ccccc3NC2=O)c1 (stereo not drawn)	-15	-12	5	0	-2	0.3	-0.4	0	-11	1.0
N/C(=N\OC(=O)COc1ccc2ccccc2c1)c1cccnc1	-5	-6	-5	-6	-4	1.6	0.5	5	-1	-0.8
Cc1cc(C)c(NC(=O)CSc2nc3ccc(NC(=O)CSc4nnnn4Cc4ccccc4)cc3s2)c(C)c1	-5	-4	0	3	-1	1.5	-0.5	16	2	0.7
COc1ccccc1N(Cc1ccccc1)S(=O)(=O)c1cccc(C(=O)Nc2ccccn2)c1	5	1	-4	2	-1	2.4	-0.2	-4	0	0.1
COc1cc(C(=O)NCc2ccncc2)cc(OC)c1OC	-9	-11	1	-1	-4	-1.9	-0.1	-2	0	0.8
CCS(=O)(=O)Nc1cc2c3c(c1)CCC(=O)N3CCC2	-2	-5	3	0	-6	-1.1	-0.6	-1	8	-0.1
CCn1cc(/C=C(\NC(=O)c2ccc(OC)c(OC)c2)C(=O)NCCCO)c2ccccc21	-5	0	1	-2	-3	0.1	-0.2	-3	15	5.8*
CC(C)(CC(=O)O)CC(=O)Nc1ccc(Cl)c(Cl)c1	-7	5	2	0	-3	-1.9	-0.2	1	-12	-1.2
CC(C)Sc1nc2c([nH]c3ccccc32)c(=O)n1C	-3	-12	1	-6	-8	0.0	0.0	-2	0	1.1
O=C(COC(=O)/C=C/c1cccc(C(F)(F)F)c1)NCc1ccco1	-1	-2	0	-3	1	0.3	0.1	-2	-4	-1.7
COc1ccccc1NC(=O)N1CCCC1C(=O)NCc1ccccc1 (stereo not drawn)	2	0	0	4	6	-1.4	-0.3	-1	-11	-0.1
CCOC(=O)C[C@@H](C#N)NC(=O)[C@@H]1CCCN1C(=O)[C@@H](NC(=O)c1ccc(N)c(Cl)c1)C(C)(C)C	.	-5	-3	5	2	-0.2	0.2	0	4	1.4
Cc1ccc(NC(=O)CN2CCOCC2)cc1Cl	1	6	1	1	-5	-2.8	-0.9	-2	12	1.7
O=C(OCc1cnc(Cl)s1)c1ccccc1Cl	0	4	0	-1	-4	-1.1	-1.5	-2	13	0.6
CCc1ccc(NC(=O)COC(=O)c2cccs2)cc1	-5	-1	1	6	-2	-0.4	-0.3	0	-6	1.4
CN(C)C(=S)Oc1ccccc1C1SCCS1	.	-8	0	3	0	0.2	-0.1	3	-5	-0.1
CC1CCN(C(=O)c2cccc(S(=O)(=O)N3CCN(c4ccccc4)CC3)c2)CC1	-1	-1	1	0	-3	0.3	-0.4	5	-2	1.3
COCC(=O)N(Cc1cc2cc(OC)ccc2[nH]c1=O)c1ccccc1	-12	-7	-2	4	0	-1.0	1.9	-2	16	2.6
COc1ccc(CC2(CO)CCN(Cc3cnn(C)c3C)CC2)cc1	2	7	0	-4	0	1.1	0.0	-5	9	-0.5
Cc1c(C(=O)N2CCC(N3CCSCC3)CC2)oc2c(F)cccc12	-3	-1	0	-4	-4	-0.6	-0.4	0	8	-1.2
CCOC(=O)C(=O)Nc1cc(C)on1	-5	-6	0	-2	-1	-1.7	-0.3	-1	-1	-0.5
O=C(NCCC1=CCCCC1)C1CCN(C(=O)Nc2ccccc2)CC1	-8	-4	6	1	0	-1.0	-0.4	-1	1	0.0
COc1cccc(N2CCN(C3CCCC(C)C3)CC2)c1 (stereo not drawn)	0	-7	0	1	-1	-0.4	0.2	-4	2	.
CC1CCCC(C)N1C(=O)COC(=O)CNS(=O)(=O)c1ccc2ccccc2c1 (stereo not drawn)	.	-8	-2	-7	-5	1.0	-0.3	-1	-4	0.7
CSc1cccc(CNC(=O)C2CCC(=O)N(CC3CCCCC3)C2)c1 (stereo not drawn)	-8	-6	1	1	-2	0.6	-0.4	1	5	0.9
CCCCCCCc1nc2sc3c(c2c(=O)n1N)CC(C)(C)OC3	-4	2	4	5	-2	-0.4	0.5	-1	3	-0.7
Cc1ccc(CC2CC(=O)N(c3nc(C)cc(C)n3)C2=O)cc1 (stereo not drawn)	-6	-2	-4	-2	-5	-0.3	-0.6	2	13	-1.1
COc1ccc(S(=O)(=O)NCCCn2ccnc2)cc1Cl	-5	1	12	-2	-3	-1.2	-0.9	3	-2	0.5
OC[C@H]1O[C@@H](O[C@@H]2[C@@H](CO)O[C@@](O)(CO)[C@H]2O)[C@H](O)[C@@H](O)[C@H]1O	-6	6	0	4	0	0.1	0.0	-3	2	-0.9
CC(C)=C(NC(=O)c1ccccc1Cl)C(=O)NCCc1nc2ccccc2[nH]1	.	-4	5	4	-2	-1.3	0.5	-4	1	0.1
CC(C)c1ccc(CN(C)CC(O)c2ccccc2)cc1 (stereo not drawn)	2	-2	1	-2	1	-1.2	0.0	1	9	0.4
COc1ccc(C(C)NC(=O)C2CCCO2)cc1OC (stereo not drawn)	-4	8	1	-1	-5	0.4	-1.4	20	12	.
O=C(Nn1c(-c2ccc(F)cc2)nc2ccccc2c1=O)c1cccnc1	-4	-1	0	0	-2	-0.4	-0.1	1	4	-0.2
O=C(O)Cn1nc(-c2ccccc2)cc1-c1ccccc1	-10	-6	3	3	-1	-0.1	-0.5	-2	-1	0.2
O=C(Cc1ccc(Cl)cc1)c1c[nH]c(C(=O)NCCCN2CCOCC2)c1	-5	-6	1	-2	-2	-2.8	-0.1	-1	22	1.9
CCCNC(=O)c1ccccc1N1CCN(CCCCN2C(=O)C3CCCCN3C2=O)CC1 (stereo not drawn)	1	-7	-2	6	-5	-1.6	-1.0	0	22	-0.3
CCOC(=O)N1CCN(Cc2nc3cc(NC(=O)CC(C)C)ccc3n2CC)CC1	-7	1	6	1	-2	-0.5	-0.5	0	-1	-0.7
Cc1ccc(Cl)cc1N1CCN(C(=O)c2ccc(CN3CCOCC3)cc2)CC1	-6	-13	2	-5	-4	-2.2	-0.2	3	-4	0.2
O=C(Cc1ccccc1)Nc1ccc(N2CCN(Cc3ccccc3F)CC2)cc1	-5	10	3	3	0	-0.2	0.0	4	6	-0.4
CCC1CSC(Nc2ccc(C(=O)/C=C/c3ccc(OC)c(OC)c3)cc2)=N1 (stereo not drawn)	11	-1	-16	-12	2	4.5	-0.2	3	-34	2.3
CNC(=O)c1ccc(CNC(=O)OCC(F)(F)F)cc1	0	2	-4	0	-9	-0.3	-0.5	0	7	-0.3
Brc1cccc(CSc2nnc(-c3ccncc3)o2)c1	-3	-4	2	-1	0	-1.3	0.7	1	-2	-0.4
COc1ccc(N2CCN(C(=O)[C@H](C)NC(=O)c3ccccc3Cl)CC2)cc1	2	5	3	6	-11	1.8	-1.0	-2	-4	0.3
CCN(CC)CC(=O)Nc1sc(C)cc1C(=O)c1ccc(C)cc1	-7	15	-3	-4	-1	0.9	0.3	0	15	0.2
S=c1[nH]nc(CCc2ccccc2)n1-c1ccccc1	0	-16	6	1	-5	-2.2	-0.9	0	3	0.3
